Screening data: PubChem, Sanford-Burnham Center for Chemical Genomics
CendR NRP1 mod: modulators of CendR peptide binding to NRP-1, primary screen, biochemical, fluorescence polarization, uHTS. FAM-RPARPAR peptide binding to NRP-1. inhibition, % at 25 µM. 360,000 compounds, 0.85% hits. AID 602438, 2012;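 active = inhibition or corrected inhibition above about 18%, plus a signal ratio from 0.5 to 1.5, limit read from the data, passing the limit was not always enough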; also: strong numbers were not always called active
Scp-1 inhibitor: Scp-1 phosphatase inhibitors, primary screen, biochemical, colorimetric, uHTS. 340,000 compounds, 0.88% hits. Recombinant Scp1, phosphopeptide, malachite green phosphate absorbance. inhibition, % at 20 µM. AID 493091, 2011. Carboxy-terminal domain RNA polymerase II polypeptide A small phosphatase 1 (Homo …;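 active = inhibition above about 50% at 20 µM, limit read from the data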;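 also: plate controls were DMSO wells with enzyme for no effect and wells lacking enzyme for full effect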
Target sequence (Q9GZU7 76-261 limits assumed): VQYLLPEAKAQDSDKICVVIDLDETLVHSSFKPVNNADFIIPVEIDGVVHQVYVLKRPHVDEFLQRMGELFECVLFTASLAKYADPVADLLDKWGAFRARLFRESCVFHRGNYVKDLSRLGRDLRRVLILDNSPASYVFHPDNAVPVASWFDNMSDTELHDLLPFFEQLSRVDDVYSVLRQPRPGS
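Material: truncated SCP-1 phosphatase (76-261aa) / Buffer or medium: 50 mM Tris acetate pH 5.5, 0.005% Tween-20, 10 mM MgCl2 / Compound dosing: one concentration, 20 µM, with 1.0% DMSO / Incubation: 45 min room-temperature reaction, 5 min colour, 30 min stabiliser / Detection: colorimetric free-phosphate detection, absorbance 630 nm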
MT1-MMP act inh: blockers of MT1-MMP proenzyme processing, primary screen, HT1080 RFP-PRO-GFP cells, GFP/RFP fluorescence; Matrix metalloproteinase-14 (Homo sapiens), P50281; GFP/RFP ratio fluorescence, overnight; percent of plate control window, DMSO zero; 360,000 compounds, 0.061% hits; GFP/RFP ratio change, % at 20 µM;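 active = GFP/RFP ratio change of at least 30% with cell ATP level not reduced by more than half and red fluorescence within 50% of control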; also: strong numbers were not always called active
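Material – HT1080 RFP-PRO-GFP cells · Control set – DMSO wells and RFP-L50D-GFP cells · Incubation – overnight cell settling, then overnight compound exposure, 37 °C, 5% CO2 · Compound dosing – single-point 20 µM compound, 1% DMSO · Read-out – GFP/RFP fluorescence ratio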
SKN-1 inh: suppressors of acrylamide-induced Pgst-4::GFP reporter in worms, primary screen, SKN-1 inhibitor project, whole organism, uHTS, GFP/RFP fluorescence ratio, strain VP596; C. elegans VP596 Pgst-4::GFP/RFP ratio, 24 h; inhibition, % at 21.8 µM; 360,000 compounds, 0.49% hits; AID 624304, 2012;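 active = interference check ratio from 0.5 to 1.5 plus GFP to RFP signal ratio inhibition reaching or exceeding a fixed threshold, cut at about 30% in these data, passing the limit was not always enough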; also: some compounds called inactive have numbers as strong as hits
STEP block: STEP phosphatase inhibitors, primary screen, biochemical, fluorescence intensity, uHTS; inhibition, % at 20 µM; AID 588621, 2011; recombinant STEP, OMFP fluorogenic substrate; 360,000 compounds, 0.25% hits;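 active = inhibition at 20 µM, scaled per plate between control wells, above about 37%, limit read from the data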;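 also: 0% = DMSO with enzyme and substrate and 100% = substrate only without enzyme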
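Also added – OMFP at 25 µM · Test system – STEP tyrosine phosphatase · Technique – FITC-channel fluorescence of OMFP product · Schedule – 20 min at room temperature, dark · Evaluation – control-normalized % inhibition with plate pattern correction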
NadD block: inhibitors of S. aureus NadD, primary screen, biochemical, colorimetric, uHTS | purified NadD enzyme, colorimetric absorbance read-out | inhibition, % at 20 µM | Nicotinate-nucleotide adenylyltransferase NadD (Staphylococcus aureus N315) | 360,000 compounds, 0.78% hits; in the data active = inhibition above about 26%; also: some compounds past the cut are filed as inactive
DNMT1 block: human DNMT1 methyltransferase inhibitors, primary screen, biochemical, molecular beacon, fluorescence, HinP1I cleavage, uHTS; DNA (cytosine-5)-methyltransferase 1 (Homo sapiens), P26358; inhibition (reported as % activation of signal), % at 10 µM; 360,000 compounds, 0.83% hits; AID 588458, 2011; in the data active = inhibition above about 50%
SUMO1-SIM PPI: modulators of SUMO1 protein-protein interactions, primary screen, biochemical, uHTS; Small ubiquitin-related modifier 1 (Homo sapiens), P63165; 360,000 compounds, 0.33% hits; SUMO1 binding to a labelled peptide, TR-FRET, 1 h; inhibition, % at 20 µM; in the data active = inhibition above about 37%
Target sequence (P63165 whole entry, looked up): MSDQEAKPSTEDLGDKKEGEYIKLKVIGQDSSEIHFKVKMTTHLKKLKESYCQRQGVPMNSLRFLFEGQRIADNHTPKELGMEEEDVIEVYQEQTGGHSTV
Rpn11 inh: Rpn11 (PSMD14) deubiquitinase inhibitors, primary screen, biochemical, fluorescence polarization, uHTS; human 26S proteasome, Ub4-pepOG fluorescence polarization; 20S core pre-blocked with epoxomicin; calls only at 20 µM; 26S proteasome non-ATPase regulatory subunit 14 (Homo sapiens), O00487; 360,000 compounds, 0.59% hits;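 active = inhibition at 20 µM, scaled to each plate's controls, above about 33%, limit read from the data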
Target sequence (O00487 whole entry, looked up): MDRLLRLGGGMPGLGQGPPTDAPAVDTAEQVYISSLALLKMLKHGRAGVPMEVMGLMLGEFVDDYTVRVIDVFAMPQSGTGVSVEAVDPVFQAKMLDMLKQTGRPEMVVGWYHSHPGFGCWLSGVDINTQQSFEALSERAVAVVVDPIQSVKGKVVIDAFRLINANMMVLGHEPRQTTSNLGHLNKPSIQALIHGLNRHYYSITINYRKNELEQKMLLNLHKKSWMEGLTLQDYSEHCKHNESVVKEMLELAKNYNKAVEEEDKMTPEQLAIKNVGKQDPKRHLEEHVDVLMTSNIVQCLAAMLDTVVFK
LMPTP inh: LMPTP phosphatase inhibitors, primary screen, biochemical, fluorescence intensity, uHTS. Low molecular weight phosphotyrosine protein phosphatase (Homo sapiens), P24666. AID 651560, 2012. inhibition, % at 20 µM. 360,000 compounds, 0.22% hits. recombinant LMPTP-A, OMFP fluorogenic substrate;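 active = compounds that cut the enzyme signal by at least half of the control window in the single-dose screen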;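 also: plate controls were DMSO wells with enzyme plus substrate for no effect and substrate without enzyme for full effect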
Target sequence (P24666 whole entry, looked up): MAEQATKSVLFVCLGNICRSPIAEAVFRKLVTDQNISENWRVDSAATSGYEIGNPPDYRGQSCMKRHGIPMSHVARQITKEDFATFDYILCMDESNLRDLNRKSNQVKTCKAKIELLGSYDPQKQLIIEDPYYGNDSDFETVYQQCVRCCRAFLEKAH
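test system = LMPTP-A | amount = 0.625 nM LMPTP-A final | reagent = fluorogenic phosphatase substrate OMFP at 400 µM final | incubation = 50 min at room temperature | benchmarks = no-enzyme low control, uninhibited high control | medium = Bis-Tris pH 6.0, DTT, detergent | signal = fluorescence intensity of OMFP turnover product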
Active calls of the source: *; i = inactive; / = not tested or not shown.

SMILES	CendR NRP1 mod	Scp-1 inhibitor	MT1-MMP act inh	SKN-1 inh	STEP block	NadD block	DNMT1 block	SUMO1-SIM PPI	Rpn11 inh	LMPTP inh
O=C(O)c1ccc(NC(=O)C2C3CCC(C3)C2C(=O)O)cc1 (configuration not stated)	11	1	-2	-15	-1	4	4	-1	i	-0.2
C[C@]1(C(=O)NCCN2CCOCC2)C=C[C@@H](Cc2ccccc2)N1C(=O)c1ccccc1	-4	-2	0	2	-1	-4	1	-1	i	-1.8
OCCN1CCN(c2cc(-c3ccc(CO)cc3)nc3ccnn23)CC1	3	/	11	-7	1	6	3	-6	i	0.1
COc1cc2c(cc1OC)C1C/C(=N\O)C(CC(C)C)CN1CC2 (configuration not stated)	12	-6	-1	-7	-1	-3	-3	-2	i	-0.1
CCOc1ccccc1Oc1nc(-c2ccccc2O)nc2ccccc12	-2	-13	-3	14	1	-5	-1	1	i	-0.3
COc1ccc(OCC(O)CNC(=O)c2ccc(C)cc2)cc1 (configuration not stated)	-9	-4	3	-3	1	-8	-1	7	i	-1.7
COc1ccc(C(=O)NC(NC(=O)c2ccc(OC)c(OC)c2)c2ccccc2F)cc1OC	3	-3	2	-2	0	-2	0	0	i	0.2
O=C(Nc1cccc(C(F)(F)F)c1)C(SCCO)c1ccccc1 (configuration not stated)	-9	-13	-1	7	-3	-4	-12	-3	i	0.9
Cc1ccc(S(=O)(=O)Nc2ccc(Nc3nccn4c(-c5ccc6ccccc6c5)cnc34)cc2)cc1	-14	/	-3	2	-2	41*	-20	-1	i	1.9
COC(=O)c1cc(C(=O)Nc2nnc(CC(C)C)s2)cc([N+](=O)[O-])c1	4	-2	3	9	1	6	4	-14	i	1.2
COc1cccc(NCc2cc(=O)oc3cc(C)c(C(C)C)cc23)c1	-10	-7	3	8	-1	-3	-5	2	i	2.6
CC(=O)N(CN1C(=O)CCC1=O)c1cccc(Cl)c1	3	-10	-1	7	0	5	2	3	i	-3.1
CC(C)CC1C(=O)N(Cc2cn(CCC3OCCO3)nn2)CCS(=O)(=O)N1Cc1ccc(-c2cccc(N(C)C)c2)cc1 (configuration not stated)	-13	/	0	-17	-4	-8	-15	8	i	3.3
CN(C)CCOC(=O)c1ccc2[nH]c3c(c2c1)CSCC3	-1	-7	1	-4	0	-9	-7	-2	i	0.4
CCN(CC)CCCn1c2c(c(SCC(=O)Nc3ccc(F)c(F)c3)nc1=O)CCC2	-6	-5	0	0	0	0	4	-1	i	0.1
CC(=O)Nc1ccc(N(C)C)cc1[N+](=O)[O-]	5	8	-4	-37	0	-5	-2	-16	i	0.1
COC(=O)CNC(=O)CSc1nnc2cc(C)c3ccccc3n12	6	-11	1	10	0	-7	3	-2	i	-2.2
CN1CCN(Cc2ccc(OCc3ccccc3)cc2)CC1	9	-1	3	12	3	-8	1	3	i	-1.4
CC1CC(C)(C)NC(=S)N1CC(=O)NCc1ccc(F)cc1 (configuration not stated)	19	2	3	7	1	5	1	0	i	-0.8
COc1cccc(OCC(=O)Nc2ccccc2-c2ccccc2)c1	5	-5	-10	2	3	-1	-3	3	i	1.6

Ordered by molar mass (highest first): some entries from above
SMILES	CendR NRP1 mod	Scp-1 inhibitor	MT1-MMP act inh	SKN-1 inh	STEP block	NadD block	DNMT1 block	SUMO1-SIM PPI	Rpn11 inh	LMPTP inh
CC(C)CC1C(=O)N(Cc2cn(CCC3OCCO3)nn2)CCS(=O)(=O)N1Cc1ccc(-c2cccc(N(C)C)c2)cc1 (configuration not stated)	-13	/	0	-17	-4	-8	-15	8	i	3.3
Cc1ccc(S(=O)(=O)Nc2ccc(Nc3nccn4c(-c5ccc6ccccc6c5)cnc34)cc2)cc1	-14	/	-3	2	-2	41*	-20	-1	i	1.9
COc1ccc(C(=O)NC(NC(=O)c2ccc(OC)c(OC)c2)c2ccccc2F)cc1OC	3	-3	2	-2	0	-2	0	0	i	0.2
O=C(Nc1cccc(C(F)(F)F)c1)C(SCCO)c1ccccc1 (configuration not stated)	-9	-13	-1	7	-3	-4	-12	-3	i	0.9
OCCN1CCN(c2cc(-c3ccc(CO)cc3)nc3ccnn23)CC1	3	/	11	-7	1	6	3	-6	i	0.1
COc1cccc(OCC(=O)Nc2ccccc2-c2ccccc2)c1	5	-5	-10	2	3	-1	-3	3	i	1.6
CC1CC(C)(C)NC(=S)N1CC(=O)NCc1ccc(F)cc1 (configuration not stated)	19	2	3	7	1	5	1	0	i	-0.8
COc1ccc(OCC(O)CNC(=O)c2ccc(C)cc2)cc1 (configuration not stated)	-9	-4	3	-3	1	-8	-1	7	i	-1.7
O=C(O)c1ccc(NC(=O)C2C3CCC(C3)C2C(=O)O)cc1 (configuration not stated)	11	1	-2	-15	-1	4	4	-1	i	-0.2
CC(=O)N(CN1C(=O)CCC1=O)c1cccc(Cl)c1	3	-10	-1	7	0	5	2	3	i	-3.1

Carrying on.
SMILES	CendR NRP1 mod	Scp-1 inhibitor	MT1-MMP act inh	SKN-1 inh	STEP block	NadD block	DNMT1 block	SUMO1-SIM PPI	Rpn11 inh	LMPTP inh
COc1cc2[nH]c(=S)n(CCCN3CCOCC3)c(=O)c2cc1OC	6	-1	4	-11	2	-2	5	6	i	-1.8
O=c1sc(Nc2ccccc2)nc2ccccc12	4	-7	7	-2	-2	-8	0	0	i	-1.5
Cc1ccc(N2NC(=O)/C(=C/C=C/c3ccco3)C2=O)cc1C	-1	-3	1	2	2	4	6	-9	i	5.0
Cc1ccc(CCCOC(=O)C[N+]2(C)CCCCC2)cc1	-15	5	-6	3	2	-5	2	5	i	-2.5
COc1ccccc1N1CCN(Cc2cccc(OC)c2OC)CC1	-5	-9	2	8	3	1	2	-2	i	-1.3
Cc1cc(C)c(NC(=O)COC(=O)C2CCC2)c(Cl)c1	0	1	0	11	2	-3	0	2	i	-0.2
CCN1CCCC1CN(Cc1cc2ccc(C)cc2[nH]c1=O)C(=S)Nc1ccc(OC)cc1 (configuration not stated)	-6	7	1	11	-1	21	-3	-1	i	3.4
O=C(O)CCS(=O)(=O)c1ccccc1Cl	4	0	3	-12	1	-1	-1	-2	i	-0.5
Cc1ccc(CNC(=O)CC(C)S(=O)(=O)c2cc3c(cc2C)NC(=O)CO3)cc1 (configuration not stated)	-10	-8	-2	-2	-1	-6	1	1	i	-2.1
O=C(c1cc(-c2ccc(Cl)cc2)n(-c2ccc(Cl)c(Cl)c2)n1)N1CCOCC1	-5	-18	-1	-1	0	-6	-3	-1	i	0.2
COCCN(C(=O)c1ccc(N2C(=O)c3ccccc3C2=O)cc1)c1c(N)n(CC(C)C)c(=O)[nH]c1=O	10	-2	-1	-1	1	3	-2	-21	i	-0.5
COc1ccc(CCNC(=O)c2cc(COc3c(C)cccc3C)on2)c(OC)c1	-5	-10	2	2	-1	0	3	1	i	1.8
CCOc1ncccc1C(=O)NNC(=O)c1ccccc1-n1cccc1	3	7	-1	-2	-3	-4	0	-3	i	-1.5
CC(=O)C[C@H]1c2ccccc2S(=O)(=O)N1C1CCCC1	1	-5	-2	0	4	-10	-2	0	i	-2.6
O=C(Nc1ccc(Cl)cn1)c1ccc2[nH]c(=O)c(=O)[nH]c2c1	6	2	0	2	0	-4	4	7	i	0.5
CC(OC(=O)c1cc(=O)c2ccccc2o1)C(=O)c1ccccc1 (configuration not stated)	5	-14	-2	-6	-1	3	-1	-10	i	-0.9
COc1ccc(C)cc1C(=O)CCC(=O)NCCc1ccc(S(N)(=O)=O)cc1	6	-4	-1	10	-3	-3	-7	2	i	-0.3
COc1ccc(CNC(=O)c2ccc(SC)cc2OC)cc1	-5	-6	0	10	2	-4	0	2	i	-1.1
Cn1c(SCC(=O)Nc2cccc(C(=O)O)c2)nnc1-c1cc2cc(Br)ccc2o1	5	7	1	-8	3	7	21	8	i	0.2
COc1cccc(N2CCN(C(=O)CCNS(=O)(=O)c3ccc(F)c(F)c3)CC2)c1	-5	-2	-1	-13	-1	-1	-3	5	i	-1.2
Cn1c(=O)c(C(=O)CCl)c(N)n(Cc2ccccc2)c1=O	4	0	1	-5	0	-2	4	-1	i	-0.8
Cc1cccc(CCNS(=O)(=O)c2ccc3c(c2)n(C)c(=O)c(=O)n3C)c1	-3	-2	3	-12	-2	2	2	0	i	-1.5
O=P(c1ccccc1)(c1ccccc1)c1nc(-c2ccccc2)oc1NCc1ccccc1	-1	-3	-35	-10	-2	-3	-13	2	i	7.5
COc1ccc(N2CCN(C(=O)COc3ccc(Cl)cc3Cl)CC2)cc1	-4	-14	12	28	5	1	-2	2	i	-0.7
O=C1OCCC1Sc1nnc(-c2ccc(Cl)cc2Cl)o1 (configuration not stated)	7	0	4	-9	1	-3	-2	4	i	-0.9
Cc1ccc(Nc2nc(Cl)nc(NC(C)(C)C)n2)cc1	-6	-5	-8	1	-2	-8	2	5	i	1.4
Cc1ccccc1C(=O)NC(C(N)=O)P(=O)(OC(C)C)OC(C)C (configuration not stated)	5	4	0	3	3	-2	-5	0	i	-0.1
O=C(NCCN1CCOCC1)C(=O)c1c[nH]c2ccccc12	14	-10	0	7	0	4	-2	-5	i	-1.4
CC(=O)OCC(=O)C1(O)CCC2C3CCC4=CC(=O)C=CC4(C)C3C(O)CC21C (configuration not stated)	9	-7	-5	-10	-1	-1	-6	-4	i	-2.7
